Screening data (PubChem)
M17LAP inhibition: P. falciparum M17LAP inhibitors, primary screen, biochemical, fluorogenic H-Leu-NHMec substrate, 1536-well (AID 1619); inhibition, % at 30 µM; hits with a dose series show IC50 in µM; actives 0.38% (n = 220,000); recombinant M17LAP, H-Leu-NHMec fluorogenic kinetic assay; higher % means a stronger effect;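 active = compound inhibiting the enzyme by more than half at any dose during confirmatory dose-response retesting; inconclusive = strong single-dose inhibitors picked by rank but not retested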;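 also: plate controls were full reaction with DMSO carrier for no effect and no enzyme background for full effect; strong numbers were not always called active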
P. falciparum M1AAP: P. falciparum M1AAP inhibitors, biochemical, fluorogenic H-Leu-NHMec substrate, 1536-well (AID 1445); actives 0.42% (n = 220,000); inhibition, % at 30 µM; hits with a dose series show IC50 in µM; recombinant M1AAP, H-Leu-NHMec fluorogenic kinetic assay; higher % means a stronger effect;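 active = primary inhibition above the hit cutoff, then over 50% inhibition at one or more dose response concentrations, cut at about 23% in these data, passing the limit was not always enough; inconclusive = conflicting primary data, or primary hits not chosen for dose response; inactive = low primary inhibition, or under 50% at every dose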;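 also: plate controls were DMSO full reaction for no effect and no enzyme background for full effect; strong numbers were not always called active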
PMI inhibition: MPI inhibition at elevated mannose 6-phosphate – biochemical, fluorescence intensity, high mannose 6-phosphate, primary screen (AID 1220); inhibition, % at 20 µM, or IC50 in µM where a hit was titrated; actives 0.66% (n = 190,000); recombinant PMI enzyme, coupled fluorescence intensity; higher % means a stronger effect
CSM14.1 death rescue: protection against thapsigargin-triggered cell killing – 384-well, CSM14.1, ATP luminescence, primary screen (AID 1222); CSM14.1 thapsigargin-induced death rescue, ATP luminescence; higher % means a stronger effect; 190,000 tested, under 10 active; cellular ATP content (survival), % at 20 µM; hits with a dose series show EC50 in µM;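 active = EC50 below 50 µM in the dose-response confirmation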;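 also: death triggered by thapsigargin at about 15 µM added after 2 h compound pretreatment; cell ATP read after overnight thapsigargin exposure of roughly 18 to 22 hours; normalized against plate controls of thapsigargin alone and 5% DMSO vehicle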
XIAP antagonists: small molecules displacing peptide from XIAP – biochemical, IAP family, fluorescence polarization (AID 1018); actives 0.007% (n = 200,000); XIAP BIR domain, fluorescence polarization peptide displacement; higher % means a stronger effect; displacement, % at 20 µM; hits with a dose series show IC50 in µM; in the data active = displacement above about 50%; also: a part of the inactive calls stands beside numbers as strong as those of hits
PMI inhibitors: inhibitors of human PMI, primary screen, biochemical, fluorescence intensity, coupled assay (AID 1209) | purified PMI enzyme, coupled fluorescence intensity; higher % means a stronger effect | inhibition, % at 20 µM, or IC50 in µM where a hit was titrated | actives 0.42% (n = 190,000);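 also: plate controls were DMSO vehicle for no effect and wells lacking substrate for full effect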
TNAP activation fold: stimulation of alkaline phosphatase TNAP activity – biochemical, luminescent, no phosphate acceptor, uHTS, primary screen (AID 1001) | activation fold at 20 µM, or EC50 in µM where a hit was titrated | purified TNAP, luminescent activation assay, no phosphate acceptor; higher activation fold means a stronger effect | actives 0.03% (n = 200,000); in the data active = activation fold from about 3, or a potency from the dose series; inactive = the rest, 99 in 100 with activation fold below about 1.6; also: many of its hits are not listed in these tables
Myeloid diff 2: compounds promoting myeloid differentiation. ER-HoxA9 myeloid progenitors, lysozyme-GFP differentiation, flow cytometry. calls only at 10 µM. actives 1% (n = 360,000). AID 624256;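 active = normalized GFP-positive differentiation at or above the plate's own cutoff, the solvent-only control mean plus 3 SD; inconclusive = no clear call, values can overlap the other calls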;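 also: cells exposed to compound for four days before flow analysis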
LYP phosphatase: inhibitors of LYP phosphatase, biochemical, fluorescence intensity, uHTS (AID 1779). recombinant LYP phosphatase, fluorescence intensity; higher % means a stronger effect. inhibition, % at 11.5 µM; hits with a dose series show IC50 in µM. actives 0.054% (n = 290,000);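 also: plate controls were vehicle with enzyme for no effect and no enzyme for full effect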
Myeloid diff 2 GFP+ MAC1+ %: also measured in Myeloid diff 2; calls as there; GFP+ MAC1+ double positive, %; measured here: differentiation confirmed by MAC1 staining
An asterisk follows results filed as active; i = inactive; ? = inconclusive; / = not tested or not shown. Rule as the data show it, unless noted: active = inhibition above about 50%; inactive = the rest.

SMILES	XIAP antagonists	LYP phosphatase	PMI inhibitors	P. falciparum M1AAP	Myeloid diff 2 GFP+ MAC1+ %	TNAP activation fold	CSM14.1 death rescue	PMI inhibition	Myeloid diff 2	M17LAP inhibition
CCOc1ccc(-c2noc(CCCC(N)=O)n2)cc1OC	-1.3%	-11.2%	2.8%	9.6%	0.5	1	-0.6%	-0.1%	i	1.0%
COc1ccccc1NC(=S)N(Cc1ccccc1)Cc1cccs1	-15.0%	-3.0%	11.4%	3.6%	0.4	1	-2.5%	-0.3%	i	3.7%
NS(=O)(=O)c1ccc(CCNC(=O)CCCCCNc2nc(=S)[nH]c3ccccc23)cc1	-6.6%	-0.5%	5.9%	14.9%	/	0.9	-0.7%	7.5%	/	1.1%
O=C(Nc1ncn[nH]1)C(F)(F)C(F)F	-3.2%	0.0%	-0.5%	3.7%	1.0	1.3	-0.1%	1.9%	i	-6.1%
Cn1ncc(C#N)c1NC(=O)C1CC(c2c(F)cccc2Cl)=NO1 (stereo not drawn)	-4.8%	3.9%	0.6%	-3.1%	9.2	1	-2.6%	1.1%	i	5.5%
CS(=O)(=O)N(CC(=O)N1CCN(c2ccccc2)CC1)Cc1ccc(Cl)cc1	-1.1%	-6.9%	-4.6%	4.8%	4.9	1	-3.2%	-7.5%	i	0.8%
CCc1cccc(C)c1NC(=O)N(C)C1CCCCC1	/	-3.2%	/	2.5%	0.7	/	/	/	i	-5.8%
Oc1cccc(NC(=S)Nc2cccnc2)c1	-7.0%	0.2%	14.8%	13.3%	1.1	1	-2.8%	15.2%	i	1.5%
CC(=O)N1Cc2cc([N+](=O)[O-])ccc2Oc2ccccc21	-2.2%	-2.5%	-2.7%	-5.7%	0.7	1.1	-0.6%	-1.3%	i	1.7%
COc1ccc(NC(=O)Nc2ccc3c(c2)N(C)C(=O)CS3)cc1OC	-3.1%	-6.5%	-1.8%	6.5%	2.5	1	/	-2.6%	i	9.3%
CCCC(=O)NC(c1cccs1)c1cc(Cl)c2cccnc2c1O (stereo not drawn)	-4.2%	-8.8%	10.1%	-12.3%	/	1	-0.6%	38.8%	?	-1.2%
O=C(Cc1cccc2ccccc12)Nc1ccc2oc(-c3ccccc3)nc2c1	-0.9%	4.4%	2.1%	1.1%	0.9	1.1	0.4%	2.4%	i	-5.1%
COc1ccc(NC(=O)NCc2ccc3c(c2)OCO3)cc1	2.0%	-6.1%	2.3%	4.1%	0.5	1.1	-0.1%	1.7%	i	2.5%
CCOC(=O)c1c(NC(=O)CCC(=O)N(CC)CC)sc2c1CC(C)(C)OC2	/	-2.0%	/	2.4%	0.3	/	/	/	i	6.0%
O=C1CN(c2nc(-c3ccccc3)c3cc(Cl)ccc3n2)c2ccccc2N1	-5.3%	-9.5%	8.5%	5.9%	1.1	1	-1.3%	6.3%	i	3.0%
Cc1cc(C)c(NC(=O)CN(c2ccccc2)S(=O)(=O)N(C)C)c(C)c1	-0.8%	-4.5%	4.1%	3.2%	9.3	1.2	-3.0%	3.6%	i	19.5%
O=C(Oc1ccc2c(c1)OCO2)c1cccs1	0.2%	-9.9%	3.5%	13.2%	1.1	1.1	0.8%	7.9%	i	3.8%
O=[N+]([O-])c1cc(Cl)ccc1-c1nc(-c2ccccc2)no1	-2.4%	-7.2%	16.3%	-3.1%	0.9	1.1	-2.7%	5.9%	i	10.4%
O=C1/C(=C/c2ccncc2)SC(=S)N1N1CCOCC1	/	-3.5%	/	2.4%	0.5	/	/	/	i	21.1%
O=C(NCc1nc2ccccc2[nH]1)C1=C[C@H](c2ccc(C(F)(F)F)cc2)C[C@H](OCc2ccc(CO)cc2)O1	-8.8%	3.0%	25.1%	1.3%	0.6	1.1	1.6%	20.4%	i	-2.3%
COc1ccc(CN2CCC(C(=O)N3CCCC(C)C3)CC2)cc1OC (stereo not drawn)	-6.9%	-10.1%	5.5%	0.5%	0.6	1.1	0.6%	12.8%	i	-1.2%
FC(F)(F)c1cccc(Cc2noc(CN3CCCC3)n2)c1	-0.1%	0.2%	1.5%	-2.0%	0.3	1	-1.0%	-2.1%	i	-3.0%
Cn1c(=O)c2c(nc(N3CCN(Cc4ccccc4)CC3)n2CCSc2ncccn2)n(C)c1=O	-4.2%	-8.9%	5.7%	/	/	1	-2.2%	4.3%	/	/
COc1ccc(-c2nnc(SCc3ccccc3F)o2)cc1	-13.2%	2.6%	3.5%	4.2%	0.9	1.2	-1.2%	-1.9%	i	0.0%
CCOCC(=O)Nc1c(C(=O)Nc2ccc3c(c2)OCCO3)oc2ccccc12	-5.8%	5.1%	9.2%	10.6%	0.0	0.9	-1.2%	10.1%	i	-2.4%
CCCC1N2CC3([N+](=O)[O-])CN1CC([N+](=O)[O-])(C2)C3(C)C (stereo not drawn)	1.2%	-7.6%	1.8%	5.9%	0.4	1.2	-0.3%	-1.8%	i	-6.5%
O=C(CN1C(=O)COc2ccccc21)N(Cc1cccnc1)Cc1cccc(F)c1	-0.1%	-3.5%	12.0%	6.2%	0.5	1.1	-4.3%	3.6%	i	16.5%
CSc1ccc(CN(C)C(C)C(=O)NCc2ccccc2)cc1 (stereo not drawn)	-4.5%	0.7%	-4.9%	4.7%	0.8	1.1	/	-7.8%	i	0.2%
Cn1c(SCc2ccccn2)nnc1-c1ccncc1	-5.1%	-9.1%	-2.4%	-0.3%	4.4	1.1	-1.9%	8.3%	i	-1.5%
COc1ccc(CN2CCC(CO)(Cc3ccccc3C(F)(F)F)CC2)c(F)c1	-4.5%	-4.9%	-14.3%	2.0%	0.8	1.1	-3.6%	0.2%	i	-7.3%
CCCCSc1nnc(-c2ccc(C)cc2)c2ccccc12	-7.1%	-6.5%	-1.3%	-3.2%	1.1	1	7.6%	4.9%	i	-1.4%
Cc1ccccc1Nc1cc(C(=O)NCc2ccco2)c2ccccc2n1	-21.8%	1.1%	4.2%	1.4%	0.8	1	-5.8%	8.8%	i	-8.3%
NS(=O)(=O)c1ccc(CNS(=O)(=O)c2cccc3nonc23)cc1	/	-6.8%	/	2.5%	0.8	/	/	/	i	4.3%
COc1ccc(N(CC(=O)NC(C)(C)C)C(=O)c2ccco2)cc1	-1.3%	-2.8%	-1.5%	-0.8%	0.9	1.1	1.4%	-2.1%	i	21.6%
CCN(CC)S(=O)(=O)c1ccc2c(c1)nc(CCC(=O)O)n2CC	-5.6%	-5.2%	-15.5%	-1.5%	0.4	1.1	1.4%	-8.2%	i	-5.5%
CCCOc1ccc(Cc2nn[nH]n2)cc1	-3.9%	-8.4%	-5.7%	0.9%	0.8	1.1	-2.2%	-8.1%	i	15.9%
O=C(O)CCCC(=O)Nc1ccc(Oc2cccc(C(F)(F)F)c2)nc1	/	-4.2%	/	-2.1%	0.4	/	/	/	i	-1.7%
Cc1ccc(NC(=O)CSc2nnc(C)c(=O)[nH]2)cc1C	-10.0%	3.7%	-6.5%	8.8%	0.2	1	0.3%	-0.8%	i	3.51µM*
O=C(NN=C1CCCCCC1)NC1CCCCC1	-2.6%	-8.4%	-2.0%	-3.5%	0.2	1.1	-1.4%	-2.8%	i	-22.6%
Cc1cc(OCCCCCNCCO)ccc1Cl	-2.6%	-3.5%	4.1%	7.9%	6.0	1	-1.8%	2.9%	i	-3.4%
Cc1ccccc1NC(=O)C1CCCN1/C=C/C(=O)C(F)(F)F (stereo not drawn)	-2.1%	-4.7%	1.8%	5.0%	0.7	1	1.2%	-5.3%	i	35.3%
O=c1[nH]c(-c2ccccc2)nc2sc(-c3ccccc3)cc12	-3.6%	-18.5%	-8.3%	5.5%	/	1	-2.3%	-12.0%	?	12.7%
Cc1cc(N2CCCC2=O)cc(C)c1S(=O)(=O)NCCOc1ccc(C(C)(C)C)cc1	0.6%	2.4%	16.8%	5.0%	0.8	1.1	1.4%	14.9%	i	-4.0%
Cc1ccc(C2(C(F)(F)F)N=C3Sc4cc(C)ccc4N3C(=O)N2)cc1 (stereo not drawn)	-5.1%	-5.3%	3.9%	0.0%	/	1	-3.4%	2.9%	/	-10.0%
Cc1nc(C)c(/C(O)=C\c2nc3ccc([N+](=O)[O-])cc3oc2=O)o1	/	1.2%	/	2.3%	1.3	/	/	/	i	22.0%
CCOc1ccccc1NC(=O)CSc1nccn1-c1ccccc1	-1.5%	1.1%	14.1%	8.9%	0.6	1.1	-2.6%	11.4%	i	-0.7%
NC(=O)C1CCCN(C(=O)c2ccc(Cl)cc2)C1 (stereo not drawn)	-8.7%	-2.1%	13.8%	-5.2%	6.0	1	-0.5%	10.2%	i	1.0%
O=C(Nc1ccccc1C(F)(F)F)c1cc(-c2ccc(O)cc2)on1	-1.7%	7.4%	10.6%	-1.0%	6.7	1	-1.2%	7.2%	i	8.5%
COCCCNC(=O)C1CCCN(S(C)(=O)=O)C1 (stereo not drawn)	-8.0%	-10.0%	-7.2%	2.9%	0.0	1.1	-2.5%	0.2%	i	3.5%
Nn1c(Cc2cccc3ccccc23)nnc1SC1CCOC1=O (stereo not drawn)	-8.0%	-10.2%	0.8%	3.8%	0.3	1.1	-1.7%	-3.0%	i	3.9%
COc1ccc(-n2c(=O)c3c4c(sc3n3c(=S)[nH]nc23)CCCC4)cc1	-10.8%	5.7%	11.4%	-1.1%	0.2	0.9	-3.1%	15.9%	i	14.3%
Cc1cc2ccccn2c1C(=O)c1ccc(Cl)cc1	-3.5%	-7.5%	5.6%	11.7%	4.0	1.1	0.1%	-4.0%	i	6.6%
Cc1cc(OCC(=O)NCCCN(C)C)cc(C)c1Br	-8.0%	-9.8%	-12.6%	4.9%	0.2	1.1	-1.4%	-10.0%	i	-0.4%
NC(=O)CSC1=Nc2ccccc2C2=NC(c3ccccc3)C(=O)N12 (stereo not drawn)	0.5%	-6.0%	-8.5%	-0.9%	0.8	1.1	-0.8%	8.4%	i	-16.4%

An excerpt from above in order of the M17LAP inhibition value, largest number first.
SMILES | XIAP antagonists | LYP phosphatase | PMI inhibitors | P. falciparum M1AAP | Myeloid diff 2 GFP+ MAC1+ % | TNAP activation fold | PMI inhibition | M17LAP inhibition
Cc1cc2ccccn2c1C(=O)c1ccc(Cl)cc1 | -3.5% | -7.5% | 5.6% | 11.7% | 4.0 | 1.1 | -4.0% | 6.6%
COCCCNC(=O)C1CCCN(S(C)(=O)=O)C1 (stereo not drawn) | -8.0% | -10.0% | -7.2% | 2.9% | 0.0 | 1.1 | 0.2% | 3.5%
NC(=O)CSC1=Nc2ccccc2C2=NC(c3ccccc3)C(=O)N12 (stereo not drawn) | 0.5% | -6.0% | -8.5% | -0.9% | 0.8 | 1.1 | 8.4% | -16.4%

Random draw from the library. About 2.7% of those tested had a hit in this group.
